Bioassay records (PubChem BioAssay)
Pol iota inh – blocks human DNA polymerase iota activity | Q9UNA4 | Pol iota fluorescent replication assay, 10 min | Potency, µM (titrated, usually from 115 µM), without a hit: at the top dose activity, negative = inhibition, usual class: inhibitors | hit rate 1% among 390,000
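Pol iota at 10 nM preincubated 15 min with compounds at room temperature; reaction started with fluorescent substrate, 50 nM final. Fluorescence read kinetically at 0 and 10 min; buffer-only wells as negative control.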
APE1 inh – blocks human APE1 abasic DNA cleavage. P27695. Potency, µM (series often up to 65.8 µM), for the others: top-dose activity change, negative = inhibition, hits mostly inhibitors. hit rate 0.35% among 350,000. recombinant APE1, TAMRA/BHQ-2 abasic DNA cleavage fluorescence. AID 2517;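 further: plate controls were vehicle for no effect and reference inhibitor for full effect; nearly all actives have a fitted effect of over 55% in size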
Target sequence (P27695 whole entry, looked up): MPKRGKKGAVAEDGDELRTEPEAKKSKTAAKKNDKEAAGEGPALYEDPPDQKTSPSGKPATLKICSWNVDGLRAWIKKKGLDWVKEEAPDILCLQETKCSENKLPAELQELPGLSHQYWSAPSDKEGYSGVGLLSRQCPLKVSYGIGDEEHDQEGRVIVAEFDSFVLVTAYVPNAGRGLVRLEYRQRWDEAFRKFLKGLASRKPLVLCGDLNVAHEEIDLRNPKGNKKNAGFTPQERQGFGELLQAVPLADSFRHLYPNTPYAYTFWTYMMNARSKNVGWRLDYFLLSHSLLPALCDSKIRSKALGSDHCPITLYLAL
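Quantitative HTS: incision of a TAMRA/BHQ-2 double-stranded substrate bearing a tetrahydrofuran abasic site by 0.75 nM APE1 raises fluorescence. Substrate 50 nM final, added after 15 min compound preincubation at room temperature; progress as third-minus-first kinetic read difference.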
Pol eta inh – DNA polymerase eta (human) inhibition; hit rate 1.2% among 390,000; recombinant Pol eta, fluorescent DNA replication assay; Q9Y253; Potency, µM (titrated, usually from 114 µM), for the others: top-dose activity change, negative = inhibition, actives largely listed as inhibitors; AID 588591; further: on the % scale 0 is the no-effect control and ±100 the full control effect
Target sequence (Q9Y253 whole entry, looked up): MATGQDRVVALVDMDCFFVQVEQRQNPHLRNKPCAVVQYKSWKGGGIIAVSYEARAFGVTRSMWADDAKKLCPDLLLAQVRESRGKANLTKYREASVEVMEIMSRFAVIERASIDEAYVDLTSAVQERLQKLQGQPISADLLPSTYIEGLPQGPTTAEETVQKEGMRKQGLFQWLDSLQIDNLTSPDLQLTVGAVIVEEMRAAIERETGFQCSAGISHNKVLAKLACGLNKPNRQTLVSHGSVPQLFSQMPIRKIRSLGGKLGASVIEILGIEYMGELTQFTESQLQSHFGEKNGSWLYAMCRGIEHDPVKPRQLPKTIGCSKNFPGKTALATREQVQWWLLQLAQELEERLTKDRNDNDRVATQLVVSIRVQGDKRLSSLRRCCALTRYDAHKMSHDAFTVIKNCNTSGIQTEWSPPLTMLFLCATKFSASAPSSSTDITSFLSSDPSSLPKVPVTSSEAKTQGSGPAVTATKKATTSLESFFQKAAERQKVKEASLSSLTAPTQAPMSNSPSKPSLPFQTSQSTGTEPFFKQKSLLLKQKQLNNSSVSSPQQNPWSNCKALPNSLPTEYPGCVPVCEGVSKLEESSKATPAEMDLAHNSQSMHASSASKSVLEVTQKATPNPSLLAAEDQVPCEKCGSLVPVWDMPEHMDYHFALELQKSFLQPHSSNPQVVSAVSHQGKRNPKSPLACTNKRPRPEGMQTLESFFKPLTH
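Pol eta at 10 nM preincubated with compounds 15 min at room temperature; reaction started with fluorescent substrate (50 nM final) and read kinetically at 0 and 10 min.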
BAZ2B block – BAZ2B (human) inhibition | Q9UIF8 | hit rate 4.4% among 360,000 | Potency, µM (highest dose often 114 µM), without a hit: at the highest dose activity change, negative = inhibition, most hits filed as inhibitors | AlphaScreen BAZ2B-H3K14Ac peptide displacement; further: on the % scale 0 is the no-effect control and ±100 the full control effect; nearly all actives have a fitted effect of over 60% in size
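Protein-peptide AlphaScreen: BAZ2B 50 nM, b-H3K14Ac 50 nM, 1x PBS pH 7.4 + 0.01% Tween-20. Preincubation 30 min RT; cpd 30 min RT (top 110 uM); beads 20 min RT, light-protected.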
Pol kappa inh – blocks human DNA polymerase kappa activity; Q9UBT6; purified Pol kappa, fluorescent DNA synthesis assay, 10 min; Potency, µM (top dose mostly 107 µM), for the others: at the top dose activity, negative = inhibition, usual class: inhibitors; hit rate 0.53% among 400,000; AID 588579; further: on the % scale 0 is the no-effect control and ±100 the full control effect
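Activity was followed as the change in fluorescence between reads at 0 and 10 min after starting the reaction with 50 nM substrate. Beforehand, 10 nM polymerase had been preincubated with compound for 15 min at room temperature.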
BLM helicase inh – blocks DNA unwinding by human BLM helicase | P54132 | recombinant BLM DNA unwinding, fluorescence dequenching | Potency, µM (titrated, usually from 56.1 µM), inactives show at the highest dose activity change, negative = inhibition, actives largely listed as inhibitors | hit rate 0.2% among 350,000 | AID 2528;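 further: plate controls were vehicle for no effect and no enzyme for full effect; nearly all actives have a fitted effect of over 35% in size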
G9a inh – G9a (human) methyltransferase inhibition; Q96KQ7; G9a H3K9 monomethylation, AlphaScreen, 2 h; Potency, µM (titrated, usually from 102 µM), for the others: at the highest dose activity, negative = inhibition, actives largely listed as inhibitors; hit rate 8.8% among 350,000; further: on the % scale 0 is the no-effect control and ±100 the full control effect; nearly all actives have a fitted effect of over 75% in size
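Readings reflect AlphaScreen signal from monomethyl-H3K9 antibody detection. HMT at 20 nM; substrate b-H3K9 500 nM; cofactor SAM 20 uM; 2 h RT reaction; compounds tested as titrations in qHTS with 15 min preincubation.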
JMJD2A Tudor inh – blocks the human JMJD2A Tudor domain. AlphaScreen JMJD2A-Tudor / H3K4me3 peptide binding. Potency, µM (series often up to 114 µM), for inactives: at the top dose activity change, negative = inhibition, hits mostly inhibitors. hit rate 4.4% among 390,000. AID 504339; further: on the % scale 0 is the no-effect control and ±100 the full control effect; nearly all actives have a fitted effect of over 50% in size
Pol beta inh – DNA polymerase beta (human) inhibition | Potency, µM (doses to about 114 µM), without a hit: top-dose activity change, negative = inhibition, usual class: inhibitors | hit rate 1.3% among 340,000 | AID 485314 | Pol beta primer extension/strand displacement, fluorescence kinetic | P06746; further: on the % scale 0 is the no-effect control and ±100 the full control effect
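Pol beta (10 nM) and compounds were preincubated 15 min at room temperature, then 50 nM substrate (final) started primer extension/strand displacement. Reads were taken at 0 and 10 min; concentration-response data were fitted to a four-parameter Hill equation.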
An asterisk follows results filed as active; u = inconclusive; x = not tested or not shown; & = joins results of further samples; [ ] = dose if it differs, or a comment. The call rests on the fitted dose curve; in most records, active means well fitted curve in the direction sought with a large enough effect; inconclusive means small, poorly fitted or top-dose-only effect, or another doubt; inactive means no such curve, though single readings can be large; an effect the other way counts as inactive or inconclusive. Potency means the concentration at half of the fitted maximal effect. This is a subset (hit frequency here may not be typical).

Every second line gives: Pol iota inh	APE1 inh	Pol eta inh	BAZ2B block	Pol kappa inh	BLM helicase inh	G9a inh	JMJD2A Tudor inh	Pol beta inh
- O=Cc1c(NCCc2ccc(F)cc2)c2ccccc2[nH]c1=O
    46%[activator]	-16%	-12%	10%	-5%	-3%	-1%	-16%	u
- COc1ccc(N(CC(=O)Nc2cc(Cl)ccc2C)S(=O)(=O)c2c(C)n[nH]c2C)cc1
    -1%	32%	-16%	-23%	12%	-8%	3%	6%	8%
- C=CCNC(=S)/N=c1/ccccn1C
    0%[58.9 µM]	-1%	-24%	-14%	-8%	-1%	35µM*	4%	-3%
- COc1ccc2c(CC(=O)Nc3ccc(C)cc3)coc2c1
    -8%	x	3%	-15%	-2%	1%	-19%[59 µM]	-18%	0%
- CS(=O)(=O)N(Cc1ccc(C(=O)NCCSCc2ccco2)cc1)c1ccccc1
    0%	-5%	-9%	-5%	-11%	-2%	13%	-25%	1%
- C=CCNc1nnc(Cc2ccc(F)cc2)c(=O)[nH]1
    u	18%	-16%	1%	7%	-1%	26%[59 µM]	17%	16%
- CC(C)c1nc2cc(C(=O)NC(C)c3cnn(C)c3)ccc2o1 (stereo not given)
    4%	48%[activator]	-11%	-5%	-25%	0%	22%	-11%	8%
- Cc1c(NC(=O)C(C)Sc2nc(N)cc(=O)[nH]2)c(=O)n(-c2ccccc2)n1C (stereo not given)
    47%[activator]	-13%	-17%	-4%	-6%	x	3%[12.7 µM]	-7%	x
- Cn1c(Cn2c(=O)sc3ccccc32)nnc1SCC(=O)NCc1ccc2c(c1)OCO2
    19%	2%	-11%	0%	-4%	3%	7%[59 µM]	-10%	1%
- COc1ccc(CN2CCC(=O)N(CCO)CC2)cc1OC
    6%&19%	5%	-20%	-7%[57.1 µM]	3%&-14%	0%	x	3%	11%
- c1ccc(C2COC(c3cccs3)=N2)cc1 (stereo not given)
    4%	-7%	-7%	7%	-7%	3%	-3%	-8%	-7%
- CO/N=C/CC(=O)c1ccc([N+](=O)[O-])c(CS(=O)(=O)c2ccc(Cl)cc2)c1
    u	-5%	u	u	-15%	-7%	46%[0.501 µM]	u	4%
- O=C(c1cnc(N2CCN(c3ncccn3)CC2)c2ccccc12)N1CCN(c2ccccn2)CC1
    34%[activator]	u	-12%	-26%	-18%	-1%	54%[activator][12.7 µM]	-23%	8%
- CS(=O)(=O)Cc1ccc(C(=O)NC2CCSc3ccccc32)cc1 (stereo not given)
    83%[activator]	26%	-1%	2%	-3%	-2%	-10%	-11%	8%
- Cn1c(=O)c2c(ncn2CC(=O)N/N=C/C(Br)=C/c2ccccc2)n(C)c1=O
    2%	4%	-20%	10%	-13%	-5%	-5%	-14%	u
- CCN(Cc1cc(=O)[nH]c2ccccc12)C(=O)c1ccc(C)cc1
    5%	-3%	1%	-3%	-1%	2%	15%	-11%	73%
- COc1cccc(CN(C)C(=O)C(CCSC)NS(=O)(=O)c2ccc3c(c2)OCCO3)c1OC (stereo not given)
    34%	51%	-11%	-39%	8%	x	-40%	-36%	x
- CCOc1ccc(-n2c(=O)c3sccc3n(CC(=O)NCC3CCCO3)c2=O)cc1 (stereo not given)
    32%	20%	-14%	4%	0%	-4%	1%	-6%	2%
- O=C(O)/C=C/C(=O)NNC(=O)c1cc(-c2ccccc2)n[nH]1
    25%	1%	u	-2%	-22%	-4%	20µM*	u	u
- COc1ccc2cc3cc(C(=O)NCCCN4CCC(C)CC4)oc3nc2c1
    -16%	-13%	6%	-6%	-14%	72%[activator]	x	-7%	-10%

7 structures from above, arranged by count of non-hydrogen atoms, smallest number first.
Every second line gives: Pol iota inh	APE1 inh	Pol eta inh	BAZ2B block	Pol kappa inh	BLM helicase inh	G9a inh	JMJD2A Tudor inh	Pol beta inh
- C=CCNc1nnc(Cc2ccc(F)cc2)c(=O)[nH]1
    u	18%	-16%	1%	7%	-1%	26%[59 µM]	17%	16%
- CC(C)c1nc2cc(C(=O)NC(C)c3cnn(C)c3)ccc2o1 (stereo not given)
    4%	48%[activator]	-11%	-5%	-25%	0%	22%	-11%	8%
- CS(=O)(=O)Cc1ccc(C(=O)NC2CCSc3ccccc32)cc1 (stereo not given)
    83%[activator]	26%	-1%	2%	-3%	-2%	-10%	-11%	8%
- Cc1c(NC(=O)C(C)Sc2nc(N)cc(=O)[nH]2)c(=O)n(-c2ccccc2)n1C (stereo not given)
    47%[activator]	-13%	-17%	-4%	-6%	x	3%[12.7 µM]	-7%	x
- CCOc1ccc(-n2c(=O)c3sccc3n(CC(=O)NCC3CCCO3)c2=O)cc1 (stereo not given)
    32%	20%	-14%	4%	0%	-4%	1%	-6%	2%
- COc1ccc(N(CC(=O)Nc2cc(Cl)ccc2C)S(=O)(=O)c2c(C)n[nH]c2C)cc1
    -1%	32%	-16%	-23%	12%	-8%	3%	6%	8%
- Cn1c(Cn2c(=O)sc3ccccc32)nnc1SCC(=O)NCc1ccc2c(c1)OCO2
    19%	2%	-11%	0%	-4%	3%	7%[59 µM]	-10%	1%

Sorted by SMILES length (rising): 3 of the compounds above
Every second line gives: Pol iota inh	APE1 inh	Pol eta inh	BAZ2B block	Pol kappa inh	BLM helicase inh	G9a inh	JMJD2A Tudor inh	Pol beta inh
- c1ccc(C2COC(c3cccs3)=N2)cc1 (stereo not given)
    4%	-7%	-7%	7%	-7%	3%	-3%	-8%	-7%
- COc1cccc(CN(C)C(=O)C(CCSC)NS(=O)(=O)c2ccc3c(c2)OCCO3)c1OC (stereo not given)
    34%	51%	-11%	-39%	8%	x	-40%	-36%	x
- CO/N=C/CC(=O)c1ccc([N+](=O)[O-])c(CS(=O)(=O)c2ccc(Cl)cc2)c1
    u	-5%	u	u	-15%	-7%	46%[0.501 µM]	u	4%

Other entries:
Every second line gives: Pol iota inh	APE1 inh	Pol eta inh	BAZ2B block	Pol kappa inh	BLM helicase inh	G9a inh	JMJD2A Tudor inh	Pol beta inh
- CC1(C)C(=O)OC(c2ccco2)C(C)(C)C1=O (stereo not given)
    u	-5%	4%	11%	-10%	-2%	4%[59 µM]	3%	28%
- CCOc1ccc(S(=O)(=O)N2CCN(Cc3ccc4c(c3)OCO4)CC2)cc1OCC
    11%	3%	-21%	-28%	1%	-9%	-1%	-23%	24%
- CC1=C(/C=C/C(=O)O)C(C)(C)CCC1
    6%	-1%	-3%	-30%	-18%	0%	-55%[59 µM]	-22%	-2%
- CC1CCN(S(=O)(=O)c2ccccc2[N+](=O)[O-])CC1
    10%	1%	-9%	-29%	-13%	1%	16%[59 µM]	-12%	30%
- CC(C)CN(C(=O)c1cc(Cl)nc2ccccc12)C1CCS(=O)(=O)C1 (stereo not given)
    7%	1%	1%	7%	-7%	x	-11%	-4%	x
- O=S(=O)(c1ccc(N2CC=C(c3ccccc3)CC2)nc1)N1CCCC1
    u	-4%	-11%	-8%	-7%	-6%	u	-5%	4%
- O=Nc1ccc(NOC(=O)c2ccccc2)cc1
    78%[activator]	-1%	-3%	-8%	-15%	-18%	1%[59 µM]	-17%	6%
- CCc1ccc(-n2c(C)nnc2SCc2nc(-c3ccc(OC)cc3)no2)cc1
    14%	x	-24%	-14%	u	-1%	-2%[59 µM]	-27%	-4%
- Cc1nc2ccc(Cl)cc2c(-c2ccccc2Cl)c1CC(=O)O
    2%	3%	-13%	-4%	-18%	-1%	2%[59 µM]	-5%	0%
- O=C(Cn1[nH]c(=O)c2ccccc2c1=O)Nc1cccc(S(=O)(=O)N2CCCCCC2)c1
    86%[activator]	1%	-5%	u	-6%	-6%	u	u	8%
- COc1cccc(C2=CC(c3ccccc3)n3ncnc3N2)c1 (stereo not given)
    x	-2%	x	56µM*	x	4%	u	x	-4%
- COc1ccc(CCNC(=O)C(CC(C)C)NC(N)=O)cc1 (stereo not given)
    0%	11%	3%	-3%	-17%	-2%	22%	-2%	58%
- COc1cccc(-c2cc(C(=O)Nc3cc(C)nn3-c3ccccc3)no2)c1
    19%&2%	11%	-14%&8%	2%&6%	-5%&-2%	-15%&0%	3%[59 µM]	-11%&-5%	8%&7%
- Cc1sc2nc(SCC(=O)C(C)(C)C)n(Cc3ccco3)c(=O)c2c1C
    4%	7%	-19%	-4%	-10%	-10%	-8%[59 µM]	-23%	7%
- COc1ccc(C(=O)N2CCCN(C)CC2)cc1S(=O)(=O)N1CCCc2ccccc21
    6%	1%	-18%	-5%	-8%	-6%	-36%	-8%	5%
- Cc1ccc(C(=O)OCC(=O)NNC(=O)c2ccccc2)c(O)c1
    26%	21%	-8%	2%	-2%	-3%	70%[activator]	-10%	20%
- O=C(N/N=C/c1cccc2ccccc12)c1cccc(F)c1
    26%	-1%	-23%	-23%	-4%	-5%	x	-4%	8%
- CCN(CC)C(=O)Cn1cc(SCC(=O)NCc2ccco2)c2ccccc21
    81%[activator]	-5%	14%	-10%	-2%	-3%	3%	-19%	u
- CCCn1c(N)c(N(CCOC)C(=O)CCC2CCCCC2)c(=O)[nH]c1=O
    2%	6%	-12%	13%	-5%	x	u	-13%	x
- O=C(N/N=C/c1ccccn1)c1cccs1
    u	3%	4%	32µM*	0%	-6%	-8%	u	10%

Additional structures follow:
Screens by letter: A = Pol iota inh; B = APE1 inh; C = Pol eta inh; D = BAZ2B block; E = Pol kappa inh; F = BLM helicase inh; G = G9a inh; H = JMJD2A Tudor inh; I = Pol beta inh
Cc1cccn2c(=O)c3cc(C(=O)NC(C)(C)C)n(C)c3nc12
  A: 10%; B: x; C: -18%; D: 4%; E: -2%; F: -2%; G: -2%[59 µM]; H: -2%; I: -13%
CCOc1ccc(OCC)c(NC(=O)C2CCN(S(=O)(=O)c3cccnc3)CC2)c1
  A: -4%; B: -17%; C: -8%; D: -3%; E: -4%; F: -1%; G: 8%; H: -16%; I: 5%
COC(C(=O)N/N=C/c1ccc(OCC(=O)N2CCOCC2)cc1)c1ccccc1 (stereo not given)
  A: 11%; B: 33%; C: -19%; D: 0%; E: 4%; F: -3%; G: 16%; H: -3%; I: 14%
O=C(CSC1=NCCS1)Nc1cccc(F)c1
  A: 92%[activator]; B: 17%; C: -1%; D: 0%; E: -6%; F: 2%; G: x; H: 1%; I: 30%
